# HTRA1 inhibitor = HTRA1 serine protease inhibitors, primary screen, biochemical, fluorescence polarization, HTS; AID 504803, 2011; recombinant HTRA1, FP-rhodamine activity-based probe; 340,000 tested, 0.5% active; Q92743; inhibition, % at 5.96 µM; in the data active means inhibition above about 36%;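 further: 0% = enzyme with DMSO and 100% = wells lacking enzyme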
# LEDGF integ inh = blockers of LEDGF/p75-dependent integrase strand transfer – biochemical, TR-FRET, high throughput, primary screen. TR-FRET IN-LEDGF/p75 DNA integration, Eu/Cy5. inhibition, % at 3.7 µM. 370,000 tested, 0.64% active. AID 743269, 2014;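 active means inhibition above the screen-wide mean plus 3 SD, cut at about 13% in these data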;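 further: signal is the Cy5 over europium emission ratio at 671 and 618 nm; 0% = plate median of compound wells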
# TCR-CD3 inh = inhibitors of human TCR-CD3 interaction, primary screen, biochemical, fluorescence, TAMRA-labeled TCR probe | inhibition, % at 9.4 µM | 360,000 tested, 0.37% active; in the data active means inhibition above about 19%;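 further: recombinant mutant TCR 2C K166C tagged with TAMRA read by polarization; 0% = receptor in buffer alone and 100% = receptor with positive control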
# Tn7 DDE FP = inhibitors of Tn7 peptide binding to fibrin DD(E), primary screen, biochemical, fluorescence polarization, human fibrin, Tn7 probe. inhibition, % at 8.3 µM. 370,000 tested, 0.13% active. FP displacement of FITC-Tn7 peptide from fibrin DD(E); 0% = median of compound wells per plate. AID 720508, 2013;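 active means inhibition above the mean of compounds falling within the control limits plus 3 SD of them, cut at about 14% in these data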;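 further: 0% = plate median of compound wells and 100% = 10 µM Aha-Tn7 peptide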
#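 Assay system: Human clot-derived fibrin DD(E) complex | Buffer or medium: Tris/NaCl/CaCl2 buffer, pH 7.8 | Repeats: One replicate per compound | Benchmarks: Aha-Tn7 high control | Measure: % inhibition scaled between sample-field median and high-control FP | Schedule: 10 min plus 3 h, room temperature | Signal: Fluorescence polarization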
# UHRF1 MBD2 ctr = UHRF1 methylated DNA binding inhibitors, primary screen, counter-screen for MBD2 inhibitor project, biochemical, TR-FRET, human UHRF1, single concentration. E3 ubiquitin-protein ligase UHRF1 (Homo sapiens), Q96T88. UHRF1 binding to methylated oligo. inhibition, % at 4.4 µM. 370,000 tested, 0.75% active. AID 687016, 2013; in the data active means inhibition above about 21%;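 further: UHRF1 SRA domain binding a hemimethylated CpG hairpin DNA probe; 0% = median of test compound wells and 100% = reference inhibitor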
# PG9 binder = binders of HIV-1 gp120 antibody PG9, primary screen, biochemical, TR-FRET; TR-FRET gp120-PG9 antibody binding; inhibition, % at 6.7 µM; 360,000 tested, 0.43% active; AID 624416, 2012; in the data active means inhibition above about 8.5%
# PRMT1 inh = PRMT1 methyltransferase inhibitors, primary screen, biochemical, fluorescence polarization; Protein arginine N-methyltransferase 1 (Homo sapiens), Q99873; recombinant PRMT1, activity-based probe fluorescence polarization; inhibition, % at 2.79 µM; 370,000 tested, 1.3% active;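 active means inhibition above about 21% made by adding two undisclosed values, limit read from the data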
# Target sequence (Q99873 whole entry, looked up): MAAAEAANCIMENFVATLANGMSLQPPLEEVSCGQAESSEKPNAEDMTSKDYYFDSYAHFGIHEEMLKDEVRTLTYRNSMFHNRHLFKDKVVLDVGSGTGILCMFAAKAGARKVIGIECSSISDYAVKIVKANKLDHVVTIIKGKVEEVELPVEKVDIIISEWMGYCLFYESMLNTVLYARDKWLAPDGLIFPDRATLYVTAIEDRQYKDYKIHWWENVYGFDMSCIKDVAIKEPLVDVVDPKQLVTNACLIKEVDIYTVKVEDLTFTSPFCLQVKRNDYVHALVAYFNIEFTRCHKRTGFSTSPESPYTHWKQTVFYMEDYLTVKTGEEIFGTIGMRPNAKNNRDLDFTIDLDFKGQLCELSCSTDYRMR
# mABHD4 FP = ABHD4 inhibitors, primary screen, biochemical, fluorescence polarization, mouse. purified mABHD4, FP-Rh probe fluorescence polarization. inhibition, % at 8.92 µM. (Lyso)-N-acylphosphatidylethanolamine lipase (Mus musculus), Q8VD66. 370,000 tested, 0.54% active;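 active means inhibition exceeding the mean over every tested compound plus 3 SD, cut at about 30% in these data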;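 further: 0% = plate median of compound wells and 100% = S159A mutant with DMSO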
# Target sequence (Q8VD66 whole entry, looked up): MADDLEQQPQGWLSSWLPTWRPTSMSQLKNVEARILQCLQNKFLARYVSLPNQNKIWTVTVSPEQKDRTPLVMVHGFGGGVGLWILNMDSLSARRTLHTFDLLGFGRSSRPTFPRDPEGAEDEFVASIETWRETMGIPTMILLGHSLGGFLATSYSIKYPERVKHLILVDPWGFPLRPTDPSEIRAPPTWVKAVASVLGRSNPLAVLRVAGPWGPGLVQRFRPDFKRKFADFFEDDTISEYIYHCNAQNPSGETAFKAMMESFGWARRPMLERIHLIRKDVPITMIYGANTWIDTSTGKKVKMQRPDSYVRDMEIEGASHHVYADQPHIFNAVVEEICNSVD
#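 Assay system: Wild-type mouse ABHD4 protein | Medium: HEPES pH 7.0 buffer, 150 mM NaCl, 0.01% Pluronic F-127 | Incubation: Enzyme–compound pre-incubation 45 min, then probe 60 min, both 25 °C | Technique: Fluorescence polarization with parallel and perpendicular emission, 525/598 nm | Evaluation: % inhibition of FP-Rh probe binding versus controls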
# SIAE inh = human SIAE inhibitors, primary screen, biochemical, fluorescence polarization, FP-Rh probe, 1536-well HTS | AID 1053197, 2014 | inhibition, % at 9.66 µM | SIAE FP-Rh probe binding | 370,000 tested, 0.69% active | Sialate O-acetylesterase (Homo sapiens), Q9HAT2;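 active means inhibition above a cutoff: mean of compounds within the control limits plus 3 SD of those, cut at about 17% in these data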;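 further: 0% = plate median of compound wells and 100% = probe without SIAE protein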
# TDP2 inh = human TDP2 enzyme inhibitors, primary screen, biochemical, epi absorbance, recombinant enzyme; T5PNP hydrolysis, p-nitrophenol absorbance 415 nm; inhibition, % at 12.8 µM; 370,000 tested, 0.34% active; AID 720702, 2013;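 active means inhibition above the mean of all tested compounds plus 3 SD, set per campaign, cut at about 25% in these data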;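 further: 0% = DMSO with enzyme and 100% = buffer with substrate but no TDP2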
# Target sequence (O95551 whole entry, looked up): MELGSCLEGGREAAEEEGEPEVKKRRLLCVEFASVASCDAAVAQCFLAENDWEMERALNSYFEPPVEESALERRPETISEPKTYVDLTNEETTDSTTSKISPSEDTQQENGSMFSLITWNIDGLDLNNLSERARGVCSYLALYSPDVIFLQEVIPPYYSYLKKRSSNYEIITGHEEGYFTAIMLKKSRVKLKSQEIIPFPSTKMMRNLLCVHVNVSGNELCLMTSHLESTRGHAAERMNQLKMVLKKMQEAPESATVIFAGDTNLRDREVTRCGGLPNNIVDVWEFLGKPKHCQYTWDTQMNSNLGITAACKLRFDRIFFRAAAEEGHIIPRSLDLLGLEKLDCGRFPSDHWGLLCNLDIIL
#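 Read-out basis: percent inhibition. System: recombinant human TDP2. Buffer or medium: Mg2+-containing Tris-HCl buffer, pH 7.5. Repeats: single replicate. Timing: reaction 2 h, 37 °C. Benchmarks: high control without enzyme, low control DMSO plus TDP2. Probe or stimulus: 5 mM T5PNP. Doses: 12.8 µM only. Measured by: epi absorbance of p-nitrophenol freed from T5PNP by hydrolysis.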
# Numbers without * were called inactive; nt = no result given. An unsorted share of the library, and some 4.2% of all compounds hit somewhere here.
# Preview (2 entries):
1. CCCN1Cc2cccc(C(=O)NCc3ccccc3)c2C1=O
2. O=C(NCCc1ccccc1)c1cccc(Br)c1

Screen / compound no.	1	2
HTRA1 inhibitor	0	0
LEDGF integ inh	-3	-2
TCR-CD3 inh	-8	4
Tn7 DDE FP	1	1
UHRF1 MBD2 ctr	1	-2
PG9 binder	-0.8	-2.3
PRMT1 inh	-2	0
mABHD4 FP	3	3
SIAE inh	0	2
TDP2 inh	8	-1

# The whole of this part, repeating the preview:
1. CCCN1Cc2cccc(C(=O)NCc3ccccc3)c2C1=O
2. O=C(NCCc1ccccc1)c1cccc(Br)c1
3. S=C(NCc1ccc(Cl)c(Cl)c1)Nc1ccc2c(c1)OCO2
4. COc1ccc(-c2nn(CCC(=O)O)cc2/C=C2\SC(N)=NC2=O)cc1
5. Cc1ccccc1NC1C=CS(=O)(=O)C1 (centres undefined)
6. Cn1cccc1C(=O)OCC(=O)c1cc2ccccc2o1
7. CCc1ccccc1NC(=S)Nc1cc(OC)c(NC(=O)C(C)C)cc1OC
8. Cc1ccc(N2C(=O)CCC(C(=O)O)C2c2cccs2)cc1 (centres undefined)

Screen / compound no.	1	2	3	4	5	6	7	8
HTRA1 inhibitor	0	0	-5	2	-2	-10	21	6
LEDGF integ inh	-3	-2	-2	4	-1	-2	3	2
TCR-CD3 inh	-8	4	5	-7	8	9	2	4
Tn7 DDE FP	1	1	-6	-9	5	1	9	8
UHRF1 MBD2 ctr	1	-2	0	0	-1	-3	-2	-1
PG9 binder	-0.8	-2.3	-2.6	-2.4	1.1	0.6	-2.8	1.2
PRMT1 inh	-2	0	-3	0	-2	0	22*	-1
mABHD4 FP	3	3	-5	0	2	-1	33*	0
SIAE inh	0	2	0	-3	8	-4	5	4
TDP2 inh	8	-1	8	-9	1	-6	40*	8

9. CC(=O)N1CCc2cc(S(=O)(=O)NCCC(=O)N(C)C3CCCCC3)ccc21
10. CCN(CC)C(=O)Cn1cc(S(=O)(=O)CC(=O)Nc2cc(OC)ccc2OC)c2ccccc21
11. O=C(N[C@H](C(=O)N1CCC[C@H]1C(=O)NCc1ccccc1)c1ccccc1)c1ccc(Cl)cc1Cl
12. CC(C)Oc1ccc(C(=O)N(Cc2ccco2)C2CCS(=O)(=O)C2)cc1 (centres undefined)
13. COC(=O)c1c(NC(=O)c2ccccc2C(=O)O)sc2c1CCCC2
14. CCCn1c(C)c(CC(=O)Nc2ccc(N(C)c3ccccn3)cc2)c2ccccc21
15. COc1ccccc1CSc1nc2ccccc2[nH]1
16. O=S(=O)(c1cc(F)ccc1F)N1CCN(c2ncccn2)CC1

Screen / compound no.	9	10	11	12	13	14	15	16
HTRA1 inhibitor	nt	-4	nt	3	7	nt	2	0
LEDGF integ inh	4	-3	-3	2	1	-2	4	-2
TCR-CD3 inh	nt	-10	0	5	-5	0	-1	1
Tn7 DDE FP	2	8	4	-1	4	0	2	-2
UHRF1 MBD2 ctr	1	3	-2	-3	2	4	-1	-4
PG9 binder	nt	-4.1	-0.5	-1.1	-2.5	1.2	-2.4	-1.2
PRMT1 inh	-1	2	2	-1	5	4	3	1
mABHD4 FP	-3	-3	-2	-6	5	6	-13	8
SIAE inh	5	-5	2	2	9	6	-11	-7
TDP2 inh	9	3	8	3	-1	-4	-18	1

# Quoted from the listing.
# CCCn1c(C)c(CC(=O)Nc2ccc(N(C)c3ccccn3)cc2)c2ccccc21 @ Tn7 DDE FP = 0
# CC(=O)N1CCc2cc(S(=O)(=O)NCCC(=O)N(C)C3CCCCC3)ccc21 @ mABHD4 FP = -3

# Continuation:
17. CCc1ccc2oc(C(=O)NCc3ccc(S(N)(=O)=O)cc3)c(C)c2c1
18. O=C(NCc1ccc2c(c1)OCO2)c1ccc(CS(=O)Cc2ccc(Cl)cc2)o1 (centres undefined)
19. CCN(CC)c1ccc(NC(=O)CN(C)Cc2cccs2)cc1
20. O=C(COC(=O)c1ccc([N+](=O)[O-])o1)NCCCc1ccccc1
21. CCOC(=O)c1snc2c(=O)[nH]cnc12
22. Cc1onc(-c2c(F)cccc2Cl)c1C(=O)N1CCCC1
23. Cc1nnc(SCC(=O)NC(C)c2ccccc2)[nH]c1=O (centres undefined)
24. COc1ccccc1N1CCN(C(=O)C2CCN(C(=O)c3ccccc3C)CC2)CC1

Screen / compound no.	17	18	19	20	21	22	23	24
HTRA1 inhibitor	-2	-3	15	22	-2	2	3	4
LEDGF integ inh	-3	-4	0	6	-1	-4	-1	-5
TCR-CD3 inh	6	-1	-2	2	8	-5	4	4
Tn7 DDE FP	3	5	-4	8	1	0	3	1
UHRF1 MBD2 ctr	0	1	-6	-7	-1	0	1	0
PG9 binder	1.5	-0.3	-2.7	-2.8	-0.1	2.0	-1.5	-1.5
PRMT1 inh	-1	1	5	-2	1	1	2	5
mABHD4 FP	-8	8	21	0	1	6	-4	0
SIAE inh	-3	-1	12	0	1	3	-5	6
TDP2 inh	-3	-11	5	-3	11	5	5	7

25. COc1ccc(CCNC(=O)CCc2cc(OC)c(OC)c(OC)c2)cc1
26. COCCNC(=O)Cn1c(=O)n(CCCC(=O)NCc2ccc3c(c2)OCO3)c(=O)c2sccc21
27. CC1(C)OC(=O)C2=C(C[C@@H](CCC(F)(F)F)O[C@H]2c2ccc(F)cc2)O1
28. CCCCn1c(CN2CCN(c3cccc(Cl)c3)CC2)nc2c1c(=O)n(C)c(=O)n2C
29. COc1ccc(S(=O)(=O)N(CC(=O)N2CCN(C)CC2)c2ccc(C)cc2)cc1OC
30. COc1ccc(CNC(=O)c2cc(S(=O)(=O)N3CCCC3)cn2C)cc1
31. C=CCc1cccc(/C=N/n2c(C)nnc2C)c1O
32. O=C(CCC1CCCC1)Nc1ccon1

Screen / compound no.	25	26	27	28	29	30	31	32
HTRA1 inhibitor	-1	4	nt	2	3	-6	1	7
LEDGF integ inh	1	2	4	3	-4	2	-1	3
TCR-CD3 inh	-3	7	4	-2	3	-6	10	5
Tn7 DDE FP	-2	-4	2	-10	-4	-3	-11	-1
UHRF1 MBD2 ctr	5	0	1	4	0	4	1	-1
PG9 binder	-1.1	-0.6	0.0	0.3	1.8	0.5	0.7	0.0
PRMT1 inh	12	-7	-2	1	0	-4	1	-2
mABHD4 FP	-7	3	-7	2	11	-9	2	1
SIAE inh	-4	2	-2	3	1	1	2	7
TDP2 inh	-17	1	-8	-6	2	-7	4	2

# Values by screen from the entries so far:
# Compounds 25–32 in UHRF1 MBD2 ctr, in turn: 5, 0, 1, 4, 0, 4, 1, -1

# The list goes on:
33. CC(C)(C)C(=O)CSc1nnc(-c2cccs2)n1CC1CCCO1 (centres undefined)
34. CCn1c(CSc2nc3ccccc3s2)nnc1SCC(=O)c1ccc(O)cc1O
35. O=C(Cn1cnc2c(OCc3ccccc3)ncnc21)NCc1ccccn1
36. O=C(CNC(=O)c1ccc(Br)o1)NNC(=O)c1ccc(Cl)cc1
37. C=CCN(c1ccccc1C(=O)NCC(=O)OCC)S(=O)(=O)c1ccc(C)cc1
38. CC(C)c1cc(C(=O)NNC(=S)NCc2ccco2)c(O)c(C(C)C)c1
39. CCOC(=O)c1ccc(NC(=O)CSc2nnc(C3CC3)n2C)cc1
40. CC1(C)CN(c2ccccc2)C(=O)[C@H]1CC(=O)Nc1ccccc1

Screen / compound no.	33	34	35	36	37	38	39	40
HTRA1 inhibitor	4	1	-7	1	7	26	0	2
LEDGF integ inh	-3	1	3	1	-1	-3	-2	-2
TCR-CD3 inh	4	2	6	-2	-4	15	-2	4
Tn7 DDE FP	2	1	-2	0	-2	-9	6	5
UHRF1 MBD2 ctr	0	3	-4	1	-3	-3	0	-1
PG9 binder	-0.9	-2.2	0.2	-0.6	-0.2	0.5	-2.4	-0.7
PRMT1 inh	-2	-2	-3	-3	-1	-2	-1	0
mABHD4 FP	2	6	2	0	1	-3	-2	-5
SIAE inh	2	-8	7	-5	9	7	0	1
TDP2 inh	-2	0	-4	0	8	-6	-9	-1

41. CC(=O)Nc1ccc(N(C(=O)CNC(=O)c2ccco2)C(C(=O)NCc2ccco2)c2ccccc2F)cc1 (centres undefined)
42. O=C(CN(Cc1ccc(F)cc1)C(=O)CNS(=O)(=O)c1ccccc1)NCC1CCCO1 (centres undefined)
43. O=C(NCc1ccncc1)C1Cc2c(-c3ccccc3Oc3ccccc3)ccnc2O1 (centres undefined)
44. O=C(Cc1ccccn1)c1ccc(Cl)cc1
45. Cc1ccccc1NC(=O)c1cc(S(=O)(=O)N2CCOCC2)cs1
46. COc1ccc(/C(O)=C2/C(=O)C(=O)N(CCN3CCOCC3)C2c2ccccn2)cc1OC (centres undefined)
47. Cc1cc(C)cc(NC(=O)C(OC(=O)c2cc[n+]([O-])cc2)c2ccccc2)c1 (centres undefined)
48. Cc1cccc(C)c1NC(=O)CCCn1nc(C)c2c(C)n(-c3ccccc3)nc2c1=O
49. CC1CCN(S(=O)(=O)c2ccc(-c3nnc(SCc4cccnc4)o3)cc2)CC1
50. COC(=O)c1cccc(Cn2ccc3ccc(-c4ccc5ccn(C(=O)C6CCC6)c5c4)cc32)c1
51. O=C(NCc1ccc(F)c(F)c1)c1ccc(-c2ccc(F)c(F)c2)c2ccoc12

Screen / compound no.	41	42	43	44	45	46	47	48	49	50	51
HTRA1 inhibitor	3	7	nt	2	-1	-6	-6	2	-3	nt	nt
LEDGF integ inh	-3	-1	-5	2	-1	-1	1	-1	6	-1	-4
TCR-CD3 inh	-3	4	-2	-1	4	3	0	6	1	nt	3
Tn7 DDE FP	-3	3	-1	-2	-2	-4	-4	-8	1	4	-2
UHRF1 MBD2 ctr	4	-1	6	-4	-1	3	-3	-2	-3	1	2
PG9 binder	-2.2	-1.5	1.1	-2.4	0.7	-3.5	-2.0	-2.5	0.2	nt	-2.1
PRMT1 inh	1	-3	11	1	1	1	-6	-2	-4	1	1
mABHD4 FP	1	0	-7	6	-4	10	2	-5	-7	-3	-24
SIAE inh	2	-4	2	-2	3	1	-2	2	-1	3	-9
TDP2 inh	-7	3	-11	12	6	16	1	16	-8	-3	2

# Screening results deposited in PubChem BioAssay by The Scripps Research Institute Molecular Screening Center.
